# Screening results: PubChem, National Center for Advancing Translational Sciences (NCATS)
# POLB inh = blocks human DNA polymerase beta activity; P06746; Pol beta primer extension/strand displacement, fluorescence kinetic; Potency, µM (doses to about 114 µM), for inactives: at the highest dose activity change, negative = inhibition, hits mostly inhibitors; hit rate 1.3% among 340,000; AID 485314; note: potency is the fitted concentration of half-maximal effect; % is set by controls: 0 for no effect and ±100 for the full control effect
#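 Curves were derived by four-parameter Hill fits of normalized qHTS data. The kinetic fluorescent primer-extension read was taken at 0 and 10 min after 50 nM substrate, following a 15 min room-temperature preincubation of 10 nM enzyme with compounds.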
# APEX1 inh = inhibitors of human APE1 endonuclease; recombinant APE1, TAMRA/BHQ-2 abasic DNA cleavage fluorescence; P27695; hit rate 0.35% among 350,000; Potency, µM (titrated, usually from 65.8 µM), inactives show at the top dose activity change, negative = inhibition, hits mostly inhibitors; AID 2517;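 note: potency is the fitted concentration of half-maximal effect; plate controls were vehicle for no effect and reference inhibitor for full effect; nearly all actives have a fitted effect of over 55% in size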
# Target sequence (P27695 whole entry, looked up): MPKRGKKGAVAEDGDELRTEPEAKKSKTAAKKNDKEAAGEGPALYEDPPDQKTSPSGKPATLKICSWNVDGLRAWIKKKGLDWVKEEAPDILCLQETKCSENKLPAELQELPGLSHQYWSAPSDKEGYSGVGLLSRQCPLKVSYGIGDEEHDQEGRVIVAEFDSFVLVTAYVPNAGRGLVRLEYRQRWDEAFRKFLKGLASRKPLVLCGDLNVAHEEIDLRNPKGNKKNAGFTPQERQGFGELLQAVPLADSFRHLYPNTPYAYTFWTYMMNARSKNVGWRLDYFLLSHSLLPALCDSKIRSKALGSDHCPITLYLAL
#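 Compound pre-exposure to 0.75 nM APE1, 15 min at ambient temperature. Reaction initiated with 50 nM TAMRA/BHQ-2 THF substrate, read immediately in kinetic mode, 525 nm excitation, 598 nm emission.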
# POLK inh = inhibitors of human DNA polymerase kappa; hit rate 0.53% among 400,000; AID 588579; Q9UBT6; purified Pol kappa, fluorescent DNA synthesis assay, 10 min; Potency, µM (titrated, usually from 107 µM), inactives show at the highest dose activity, negative = inhibition, actives largely listed as inhibitors; note: potency is the fitted concentration of half-maximal effect; % is set by controls: 0 for no effect and ±100 for the full control effect
#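 Activity was followed as the change in fluorescence between reads at 0 and 10 min after starting the reaction with 50 nM substrate. Beforehand, 10 nM polymerase had been preincubated with compound for 15 min at room temperature.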
# Pol iota inh = DNA polymerase iota (human) inhibition. Pol iota fluorescent replication assay, 10 min. Potency, µM (series often up to 115 µM), inactives show top-dose activity, negative = inhibition, actives largely listed as inhibitors. AID 588590. Q9UNA4. hit rate 1% among 390,000; note: potency is the fitted concentration of half-maximal effect
#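 Fluorescent replication assay read twice, at 0 min and 10 min after adding 50 nM (final) substrate. Enzyme (10 nM) and compounds were first incubated 15 min at room temperature; enzyme-free buffer wells were negative controls.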
# POLH inh = inhibitors of human DNA polymerase eta. Q9Y253. recombinant Pol eta, fluorescent DNA replication assay. Potency, µM (top dose mostly 114 µM), inactives show at the highest dose activity change, negative = inhibition, usual class: inhibitors. hit rate 1.2% among 390,000. AID 588591; note: potency is the fitted concentration of half-maximal effect; % is set by controls: 0 for no effect and ±100 for the full control effect
#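 Pol eta at 10 nM preincubated with compounds 15 min at room temperature; reaction started with fluorescent substrate (50 nM final) and read kinetically at 0 and 10 min.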
# BLM inh = inhibitors of human Bloom syndrome helicase BLM; P54132; recombinant BLM DNA unwinding, fluorescence dequenching; Potency, µM (top dose mostly 56.1 µM), inactives show at the highest dose activity change, negative = inhibition, most hits filed as inhibitors; hit rate 0.2% among 350,000; AID 2528;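 note: potency is the fitted concentration of half-maximal effect; plate controls were vehicle for no effect and no enzyme for full effect; nearly all actives have a fitted effect of over 35% in size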
# RXFP1 antagonist = antagonists of human relaxin receptor RXFP1; HEK293-RXFP1, relaxin-stimulated cAMP HTRF, 30 min; stronger effect = lower value; activity change, negative = inhibition, % at 57.5 µM; hit rate 0.59% among 350,000; Q9HBX9; AID 1259400;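 active = activity change of -60% or lower, but not beyond a set lower limit; inconclusive = change between -60% and -40%, or beyond the set limit; inactive = change above -40%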; note: % is set by controls: 0 for no effect and ±100 for the full control effect
# Anesthetic bind = binds horse apoferritin like a general anesthetic | Potency, µM (doses to about 77.5 µM), inactives show at the highest dose activity change, negative = displacement, most hits filed as inhibitors | apoferritin/1-aminoanthracene competitive binding, fluorescence | hit rate 0.074% among 350,000; note: potency is the fitted concentration of half-maximal effect; % is set by controls: 0 for no effect and ±100 for the full control effect; nearly all actives have a fitted effect of over 20% in size
# Target sequence (P02791 2-175 limits assumed): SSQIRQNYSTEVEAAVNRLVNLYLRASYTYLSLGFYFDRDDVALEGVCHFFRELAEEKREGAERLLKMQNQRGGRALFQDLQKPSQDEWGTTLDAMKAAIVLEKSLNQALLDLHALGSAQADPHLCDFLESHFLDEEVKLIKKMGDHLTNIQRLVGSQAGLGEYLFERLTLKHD
#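 10 uM apoferritin + 50% sat. 1-AMA, PBS; cpd 10 min RT; Ex380/Em535 endpoint; normalized to free probe vs complex; 4-param Hill fit; propofol titration as pos. ctrl.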
# Tb PGK inh = inhibitors of T. brucei phosphoglycerate kinase; P07378; PGK/GAPDH coupled, Kinase-Glo luminescence, 60 min; Potency, µM (top dose mostly 57.5 µM), inactives show at the top dose activity change, negative = inhibition, hits mostly inhibitors; hit rate 0.043% among 380,000; AID 602233; note: potency is the fitted concentration of half-maximal effect; % is set by controls: 0 for no effect and ±100 for the full control effect; nearly all actives have a fitted effect of over 60% in size
# Target sequence (P07378 whole entry, looked up): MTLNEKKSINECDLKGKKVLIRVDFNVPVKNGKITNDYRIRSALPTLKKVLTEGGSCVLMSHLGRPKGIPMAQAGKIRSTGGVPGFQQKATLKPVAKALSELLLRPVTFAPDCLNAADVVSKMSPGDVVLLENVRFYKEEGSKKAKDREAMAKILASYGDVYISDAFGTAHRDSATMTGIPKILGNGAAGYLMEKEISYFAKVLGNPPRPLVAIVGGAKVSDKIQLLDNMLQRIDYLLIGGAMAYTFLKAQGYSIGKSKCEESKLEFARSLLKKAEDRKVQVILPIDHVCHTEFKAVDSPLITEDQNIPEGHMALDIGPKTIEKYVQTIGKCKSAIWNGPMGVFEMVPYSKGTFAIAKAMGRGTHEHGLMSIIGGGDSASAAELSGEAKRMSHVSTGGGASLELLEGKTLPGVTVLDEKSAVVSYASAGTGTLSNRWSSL
#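 Recombinant glycosomal PGK reaction used 1,3-bisphosphoglycerate generated in-well by GAPDH (100nM final) in 100mM TEA pH 7.6, 5mM MgCl2, 0.01% Tween-20. After 60 minutes at room temperature, ATP was read by Kinase-Glo Plus luminescence end-point.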
# Numbers without * were called inactive; i = inactive; ? = inconclusive; nt = not tested or not shown; & = joins results of further samples; [ ] = remark or other dose. Unless noted, calls come from the whole dose curve; as a rule, active = well fitted curve in the direction sought with a large enough effect; inconclusive = small, poorly fitted or top-dose-only effect, or another doubt; inactive = no such curve, though single readings can be large; an effect the other way counts as inactive or inconclusive. This is a subset (hit frequency here may not be typical).
SMILES,POLB inh,APEX1 inh,POLK inh,Pol iota inh,POLH inh,BLM inh,RXFP1 antagonist,Anesthetic bind,Tb PGK inh
CCc1ccc(NS(=O)(=O)c2ccc3[nH]cc(C(=O)N4CCc5ccccc54)c(=O)c3c2)cc1,18µM*,16%,?,-65%,?,3%,?,-7%,-4%
COc1cccc(CN(C)C(=O)c2cc(-c3cccs3)nc3ccccc23)c1,13%,33%,-3%,5%,-11%,-11%,?,-20%,-2%
Cn1nc(-c2ccc(C(=O)N3CCN(Cc4ccccc4)CC3)cc2)c2ccccc2c1=O,-1%,-1%,-5%,-15%,-12%,-1%,-6,-20%,-1%
Cn1c(SCc2ccc(Cl)cc2)nnc1C1CC1,1%,-7%,-7%,61%[activator],-5%,-12%,7,-19%,8%
O=C(NCC(O)COc1ccc([N+](=O)[O-])cc1)c1ccccc1 (stereo not given),4%,0%,-12%,0%[58.9 µM],-11%,-3%,3,-3%,-6%
Cc1cc(C)cc(NC(=O)CSc2nc3c([nH]c4ccccc43)c(=O)n2-c2ccc(F)cc2)c1,-1%,nt,-2%[60.1 µM],1%,-1%,4%,nt,-10%,-4%
CNC(=O)c1nnn(-c2ccccc2)c1C(=O)NC,2%,0%,-1%,-17%,-4%,-2%,-18,-2%,i
COc1ccc(NC(=O)C2=C(C)Nc3ncnn3C2c2cccn2C)cc1 (stereo not given),-10%,nt,1%[60.1 µM],-5%,-17%,0%,nt,-8%,-1%
O=C(O)c1ccc(C2SCC(=O)N2Cc2ccco2)cc1 (stereo not given),-2%,8%,0%,14%,-14%,-3%,-7,-5%,7%
Cc1nc(SCC(=O)Nc2ccc(CN3CCCC3)cc2)c2c(C)c(C)sc2n1,nt,22%,-1%,13%,-17%,nt,-9,nt,-2%
CN(Cc1ccccc1F)C(=O)C1CCCN(C(=O)c2ccc(Cl)cc2)C1 (stereo not given),nt,12%,0%,15%,-11%,nt,4,nt,-8%
COc1cccc(C(=O)Nc2cc([N+](=O)[O-])ccc2N2CCN(C)CC2)c1,26%,16%,0%,10%,-11%,4%,3,-18%,-3%
O=S(=O)(c1cnc[nH]1)N1CCN(c2ccccc2)CC1,0%,5%,-9%,-20%,-2%,-6%,-5,-4%,i
CCOC(=O)c1c(NC(=O)/C=C/c2ccc(OCC)c(OC)c2)sc2c1CCC2,2%,nt,7%,-19%,-5%,-4%,nt,1%,-11%
CCOc1ccc(CNc2ncc(-c3ccccc3)n2C)cc1,2%,7%,-10%,108%[activator],-7%,3%,5,-3%,1%
O=C(COC(=O)c1ccncc1)Nc1cccc2ccccc12,nt,10%,4%,26%,-11%,nt,-1,nt,-9%
Cc1nc(-n2nc(C)c(CCC(C)C)c2C)sc1C(=O)Nc1cccc(Cl)c1C,22%,nt,-3%,8%,-10%,0%,-7,7%,6%
COCC(=O)n1nc(-c2ccco2)nc1NCc1ccccc1Cl,6%,nt,10%,40%[activator],nt,1%,13,-3%,nt
O=C(Cc1ccccc1)Nc1ccc(CN2CCOCC2)cc1,-3%,1%,-1%,-12%,-3%,1%,-29,-2%,-8%
COc1ccc(CNC(=O)CSc2nc(SC)ns2)cc1,0%,-5%,-14%,26%,-19%,-1%,3,-5%,-5%
CCOC(=O)C1=C(O)/C(=C/c2ccc(OCC(=O)O)c(OC)c2)SC1=Nc1ccc(OCC)cc1,-19%,-3%,-7%,?,?,-4%,-14,-5%,-1%
O=C(Nc1ccccc1)/C(=C/c1cccc(Br)c1)NC(=O)c1ccco1,7%,3%,0%,72%[activator],-18%,-1%,-21,2%,-2%
CCc1ccc(NC(=S)NC2CC3CCC(C2)N3Cc2ccco2)cc1 (stereo not given),-13%,8%,-5%,8%,-7%,0%,-25,-6%,nt
O=C(Cc1c[nH]c2ccccc12)NCC(=O)Nc1ccc(F)c(F)c1F,nt,15%,2%,40%[activator],-3%,nt,10,nt,-8%
COCCn1c(-c2ccc(OC)cc2)nc2oc3cc(OC)ccc3c(=O)c2c1=O,8%,-6%,-4%,?,5%,1%,-6,-13%,-1%
Cc1cc(C)cc(OCC(=O)NC2=NCCS2)c1,-6%,-1%,-9%,28%,-10%,-2%,-3,-10%,2%
CCN(CC)c1ccc(NC(=O)CCc2nnc3ccc(N4CCCCC4)nn23)c(C)c1,-8%,-7%,-7%,-10%,2%,0%,nt,?,-5%
CCCCc1c(C)nc(N2CCCC2)[nH]c1=O,5%,15%,-10%,19%,-8%,0%,nt,15%,8%
O=C(CSc1nnc(-c2ccco2)o1)NCCc1ccccc1,nt,39%,-21%,-13%,-6%,nt,-12,nt,-5%
S=c1[nH]nc(-c2cccnc2)n1Cc1ccccc1,-7%,2%,4%,-17%,-3%,0%,-4,2%,0%
Cc1onc(-c2ccccc2)c1C(=O)N/N=C/c1ccc([N+](=O)[O-])c(O)c1,-1%,38%,-17%,15%,-8%,-6%,1,-10%,-1%
N#CCSc1nnc(Nc2ccccc2)s1,3%,-3%,-3%,-2%,-15%,-2%,-23,?,-7%
Cc1ccc(C(C(=O)NC2CCCC2)N(C(=O)c2csnn2)c2cccc(F)c2)o1 (stereo not given),20%,24%,-9%,52%[activator],-11%,-2%,3,-3%,i
CC(C)C/C(O)=C/c1nc2cc(Cl)ccc2oc1=O,2%,?,3%,15%,-15%,4%,nt,4%,-8%
COc1cccc(N=CC2=C(O)CCCC2=O)c1,-22%,-4%,2%,44%[activator],-2%,2%,-13,-9%,-8%
CCOc1ccc(S(=O)(=O)Nc2ccc(-c3ccc(OC)nn3)cc2)cc1,0%,nt,-5%[60.1 µM],-7%,-13%,-1%,-15,?,i
O=C(Nc1ccncc1)c1ccccc1F,14%,3%,-9%,-2%,3%,-2%,6,-7%,i
c1csc(-c2nnc(COc3ncnc4sccc34)o2)c1,-3%,0%,-15%,2%,-17%,-7%,2,-3%,-4%
CSc1cccc(NC(=O)c2sc3nc4n(c(=O)c3c2C)CCC4)c1,-11%,-17%,1%,15%,5%,-4%,-4,-10%,-5%
COc1ccc(NC(=O)/C=C/C(=O)O)c(OC)c1,1%,0%,-4%,-2%,-1%,-2%,-11,-3%,-5%

# Limited to BLM inh, for some of the entries so far:
Compound | BLM inh
CCc1ccc(NC(=S)NC2CC3CCC(C2)N3Cc2ccco2)cc1 (stereo not given) | 0%
c1csc(-c2nnc(COc3ncnc4sccc34)o2)c1 | -7%
COc1ccc(NC(=O)/C=C/C(=O)O)c(OC)c1 | -2%

# Later entries:
SMILES,POLB inh,APEX1 inh,POLK inh,Pol iota inh,POLH inh,BLM inh,RXFP1 antagonist,Anesthetic bind,Tb PGK inh
Cc1cc(Br)ccc1NC(=O)CN(C)C(=O)C1CCN(C(=O)c2ccc(F)cc2)CC1,nt,4%,3%,16%,-10%,nt,-7,nt,6%
C=CCNC(=O)C1CC(=O)N(c2ccc(OCC(=O)Nc3ccc(C)cc3)cc2)C1 (stereo not given),?,4%,-24%,?,-18%,-15%,10,-2%,1%
O=C(CSCc1ccc(F)cc1)Nc1nc2c(s1)CCCC2,84%,-10%,-16%,-5%,-18%,-10%,-2,?,-4%
CCSc1ccccc1C(=O)N1CCCC1,-5%,3%,0%,-8%,-1%,-2%,2,-5%,-5%
CC(NC(=O)CN1CCN(c2cccc(Cl)c2)CC1)c1ccccc1 (stereo not given),1%,-13%,-4%,2%,2%,-1%,-5,-17%,-1%
CCOC(=O)N1CCN(C(=O)c2c(Cl)cnn2C)CC1,21%,23%,1%,48%[activator],-14%,0%,0,-2%,-8%
CCOC(=O)C1CCCN(C(=O)C2CCN(Cc3nc(-c4ccc(Cl)cc4)oc3C)CC2)C1 (stereo not given),nt,nt,3%,22%,-8%,nt,-1,nt,-1%
CCc1cccc(CC)c1NC(=O)COC(=O)CCc1cc(OC)c(OC)c(OC)c1,24%,11%,-12%,91%[activator],1%,-11%,4,-1%,-4%
COc1ccccc1C1CC(=O)Oc2cc3c(cc21)OCO3 (stereo not given),nt,32µM*,14µM*,nt,nt,-30%[75.6 µM],nt,?,nt
CC(=O)CC(=O)Nc1nc(C)cc(C)n1,0%,-2%,0%,102%[activator],-11%,-2%,4,1%,i
CC(C)(C)C(=O)O/N=C(\N)COc1cccc(Cl)c1,?,-2%,2%,-14%[58.9 µM],-19%,0%,-4,4%,-2%
Cc1cc(NC(=O)CCCC(=O)OCC(F)(F)C(F)F)cc(C)c1C(=O)O,15%,4%,9%,-4%,-5%,3%,-15,-12%,-3%
Cc1cc(C(=O)O[C@H]2[C@H](C)NS(=O)(=O)[C@H]3C[C@@H]4C=C[C@]23O4)cc([N+](=O)[O-])c1,nt,3%,8%&7%,37%&36%,-15%,nt,nt,nt,-1%
Cc1ccc(OCc2ccc(C(=O)Nc3cc(C)on3)o2)c([N+](=O)[O-])c1,4%,-18%,17%,4%,-9%,2%,-4,-14%,i
COc1ccc(OC)c(NC(=O)N[C@@H](Cc2ccccc2)C(=O)O)c1,8%,2%,-10%,17%,-15%,0%,-4,-13%,-4%
CN1CN(C)c2ccc([N+](=O)[O-])c3cccc1c23,-1%,-8%,-13%,198%[activator],-1%,-1%,-6,-10%,6%
O=C(O)[C@H]1NCCC[C@H]1C(=O)O,14%[57.1 µM],4%,-17%[60.1 µM],0%[58.9 µM],-2%[57.1 µM],nt,nt,nt,nt
Cc1ccc([N+](=O)[O-])cc1NC(=O)CSc1nnc(C)n1CC1CCCO1 (stereo not given),14%,13%,2%,84%[activator],-12%,-2%,-2,-6%,1%
Cn1c(=O)c2c(nc(OCc3cccnc3)n2Cc2ccccc2)n(C)c1=O,2%,3%,0%,1%,-3%,0%,-3,-8%,2%
Oc1ccccc1CNCCCNCc1ccccc1O,44%,7%,-6%,2%,12%,4%,-6,-19%,-6%
